High-throughput results: PubChem, National Center for Advancing Translational Sciences (NCATS)
Epigenetic derep: derepresses silenced GFP reporter in murine cells. murine LDR cells, GFP reporter derepression, 30 h. Potency, µM (doses to about 53.9 µM), for the others: top-dose GFP activation, hits mostly activators. AID 1865. 0.2% of 280,000 active; active means well fitted activation curve with a large enough effect; inconclusive means small, poorly fitted or top-dose-only effect; further: % of control where 0% means no effect; nearly all actives have a fitted effect of over 60% in size
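Murine LDR cells carrying a silenced, genomically integrated CMV-driven GFP reporter were exposed to compound for 30 hours at 37 C. After PBS washes, GFP-positive cells (20–120 um objects) were counted by laser-scanning microplate cytometry.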
* marks the source's active call; other numbers are inactive results; ? = inconclusive. Potency means the concentration at half of the fitted maximal effect.

Epigenetic derep	molecule
-0.9%	CC1CCc2nc3ncn(Cc4cccc(F)c4)c(=O)c3cc2C1 (centres undefined)
-2.0%	CCC(CC)c1nn2c(=O)cc(COc3ccc(NC(=O)c4cccc(Cl)c4)cc3)nc2s1
-1.6%	CCOc1ccc(S(=O)(=O)Nc2ccc3c(c2)c(C(C)=O)c(C)n3S(=O)(=O)c2ccc(OCC)cc2)cc1
-0.3%	Cc1c(C)n(Cc2ccc(F)cc2)c2ccc(C(=O)Nc3ccc(Cl)cc3)cc12
-1.1%	CCC(=O)Nc1sc2c(c1C(=O)Nc1cccc(C)c1)CCCC2
2.9%	COc1ccccc1-c1nc(S(=O)(=O)c2ccccc2)c(N2CCC(C)CC2)o1
-1.1%	CCN(CC)CCNC(=O)C1CCN(c2cc(C)nc3c(-c4ccc(Cl)cc4)c(C)nn23)CC1
15%	Cc1ccc(NC(=O)C2CCCN(c3nnc(-n4c(C)ccc4C)s3)C2)c(C)c1 (centres undefined)
0.1%	Cc1cc(Oc2nc3ccccn3c(=O)c2/C=C(\C#N)c2nc3ccccc3s2)ccc1Cl
-1.1%	O=C(Cc1ccc(NC(=O)N2CCSc3ncccc32)cc1)NCc1ccccc1Cl
-0.2%	COc1ccc(-c2cn3nc(N4CCCC(C(=O)Nc5cc(C)cc(C)c5)C4)sc3n2)cc1 (centres undefined)
2.4%	CCc1ccc(S(=O)(=O)N(C(=O)Oc2ccccc2)c2ccc3oc(C)c(C(=O)OC)c3c2)cc1
0.3%	O=C(CCn1ccc2cc(S(=O)(=O)N3CCCC3)ccc21)NCc1cccc(Br)c1
-1.9%	Cc1ccc2nc3c(cc(C(=O)NCc4ccco4)c(=N)n3C(C)C)c(=O)n2c1
0.0%	Cc1cc2oc(C(=O)N(Cc3ccc(N(C)C)cc3)Cc3ccco3)c(C)c2cc1Cl
-0.2%	Cc1ccc(NC(=O)Cn2nnc(-c3nc(-c4ccncc4)no3)c2N)c(C)c1
-3.2%	COc1ccc(OCC(=O)N2CCC(c3nc4ccccc4s3)CC2)cc1
0.2%	COc1ccc(OC)c(CNC(=O)c2nn(C)c3c2CSc2ccccc2-3)c1
-0.2%	Cc1cccc(C(=O)Nc2cc3c(cc2N2CCCCC2)n(C)c(=O)c(=O)n3C)c1
0.8%	O=C(Nc1nnc(S(=O)(=O)N2CCc3ccccc32)s1)c1ccccc1Cl
?	CCOC(=O)c1ccc(NC2=CC(c3ccc(O)c(OCC)c3)N(c3ccc(C(=O)OCC)cc3)C2=O)cc1 (centres undefined)
2.9%	O=C(CSC1=Nc2ccccc2C2=NC(Cc3ccccc3)C(=O)N12)Nc1ccccc1 (centres undefined)
-0.8%	COc1ccc(-c2nn(C)c3sc(C(=O)NCCN(C)C)cc23)cc1OC
?	CCOC(=O)c1c(NC(=O)c2ccc(S(=O)(=O)N(C)C)cc2)sc2c1CCN(C)C2
-1.6%	O=C(c1ccc(CS(=O)(=O)c2ccc(Br)cc2)o1)N1CCN(c2ccc(F)cc2)CC1
-2.3%	CCOC(=O)Cc1ccc(NC(=O)Nc2c[nH]c(=O)[nH]c2=O)cc1
-0.2%	COc1ccccc1N1CCN(C(=O)C2CCCN(S(=O)(=O)c3ccc4c(c3)oc(=O)n4C)C2)CC1 (centres undefined)
0.5%	COc1ccccc1-c1noc(-c2ccc(NC3CCCCC3)c([N+](=O)[O-])c2)n1
4.8%	Cc1cccn2cc(-c3cccc(NS(=O)(=O)c4ccc(Cl)c(Cl)c4)c3)nc12
-4.0%	CCOc1ccc(CCNC(=O)c2cnc3sc(N4CCCCC4)nn3c2=O)cc1
2.2%	O=C(CN1CCN(Cc2ccc(F)cc2)C1=O)NCc1ccc(F)cc1
-1.3%	COc1cccc2cc(-c3nc(-c4ccc(Cl)cc4)cs3)c(=O)oc12

Compounds from the list above that contain a Cl atom (9):
Epigenetic derep	molecule
-2.0%	CCC(CC)c1nn2c(=O)cc(COc3ccc(NC(=O)c4cccc(Cl)c4)cc3)nc2s1
-0.3%	Cc1c(C)n(Cc2ccc(F)cc2)c2ccc(C(=O)Nc3ccc(Cl)cc3)cc12
-1.1%	CCN(CC)CCNC(=O)C1CCN(c2cc(C)nc3c(-c4ccc(Cl)cc4)c(C)nn23)CC1
0.1%	Cc1cc(Oc2nc3ccccn3c(=O)c2/C=C(\C#N)c2nc3ccccc3s2)ccc1Cl
-1.1%	O=C(Cc1ccc(NC(=O)N2CCSc3ncccc32)cc1)NCc1ccccc1Cl
0.0%	Cc1cc2oc(C(=O)N(Cc3ccc(N(C)C)cc3)Cc3ccco3)c(C)c2cc1Cl
0.8%	O=C(Nc1nnc(S(=O)(=O)N2CCc3ccccc32)s1)c1ccccc1Cl
4.8%	Cc1cccn2cc(-c3cccc(NS(=O)(=O)c4ccc(Cl)c(Cl)c4)c3)nc12
-1.3%	COc1cccc2cc(-c3nc(-c4ccc(Cl)cc4)cs3)c(=O)oc12

Additional results:
Epigenetic derep	molecule
-0.5%	COC(=O)c1c(NC(=O)c2nc(SCc3ccc(C)cc3)ncc2Cl)sc2c1CCCC2
5.3%	CCOc1ccc(C2C(=O)N(C3CCCCC3)CC(=O)N2Cc2ccc(F)cc2)cc1OC (centres undefined)
-0.1%	Cc1cc(OCCn2cc(C(=O)c3ccco3)c3ccccc32)ccc1Cl
0.3%	Cc1cccc(Cc2c(C)nc3nc(SCC(=O)NCc4ccc(F)cc4)nn3c2C)c1
2.1%	COc1ccc(-c2nc(SCC(=O)Nc3ccc4c(c3)OCCO4)c(-c3ccc(F)cc3)[nH]2)cc1OC
-0.6%	Cc1oc(-c2ccc(C(=O)NCCC(C)C)cc2)nc1CN1CCc2ccccc21
0.8%	Cc1ccc2nc(-c3ccc(Cl)cc3)cc(C(=O)OCC(=O)c3ccccc3)c2c1
-0.3%	CCn1c(=O)cc(OCC(=O)NCc2ccc(F)cc2Cl)c2ccccc21
8.7%	Fc1ccc(-c2cn3cc(Cc4ccccc4)sc3n2)cc1
-0.5%	CCC(Cc1ccccc1)NC(=O)Cn1ncc2c3ccccc3n(Cc3ccccc3)c2c1=O (centres undefined)
1.8%	Cc1ccnc(NC(c2cc(C)ccc2O)c2ccc3cccnc3c2O)c1 (centres undefined)
-3.2%	COc1cc2c(=O)c(S(=O)(=O)c3ccc(C(C)C)cc3)cn(Cc3ccccc3C)c2cc1OC
-1.2%	CCCn1c2ccccc2c2cnn(CC(=O)Nc3cccc(C(=O)OCC)c3)c(=O)c21
-1.1%	COc1ccc(-c2cc3nc(C)c(CCC(=O)NC4CCCCC4)c(C)n3n2)c(OC)c1
0.8%	Cc1cc2c(cc1S(=O)(=O)CCC(=O)N1CCCC(C)C1)OCC(=O)N2 (centres undefined)
-0.2%	O=C(NC1CCCC1)c1ccc2c(c1)N(Cc1ccccc1Cl)C(=O)c1ccccc1S2
0.0%	CCOC(=O)c1ccc(NC(=O)CN2C(=O)c3cccnc3Sc3ccccc32)cc1
2.7%	CCOc1ccc(CCNC(=O)Cn2nc(CC)n3c(cc4sc(CC)cc43)c2=O)cc1OCC
0.0%	Cc1cc(NC(=O)C2CCCN(S(=O)(=O)c3ccc(Br)s3)C2)ccc1Br (centres undefined)
6.6%	CCC(=O)N1c2ccccc2CC1C(=O)NCCc1cc(OC)c(OC)c(OC)c1 (centres undefined)
12%	CCOC(=O)c1ccc(N2CCN(c3ccccc3OC)CC2)c(NC(=O)Nc2ccc(CC)cc2)c1
9.8%	CC(C)c1ccc(NC(=O)CN2C(=O)c3cccc4cccc2c34)cc1
0.0%	O=C(Cn1cnc(S(=O)(=O)N2CCCC2)c1)Nc1cccc(Br)c1
5.6%	O=C(Nc1ccc(S(=O)(=O)N2CCCCC2c2cccnc2)cc1)c1ccc(F)cc1 (centres undefined)
-2.9%	CCN(CC)c1ccc(NC(=O)c2cccn2-c2nnc(N3CCCCC3)s2)c(C)c1
-1.1%	O=C(NC(=O)c1ccccc1)Nc1ccc(-c2cc(C(F)(F)F)nn2-c2ccccc2)cc1
0.8%	COc1ccc(Cc2nc3ccc(C(=O)NCc4ccccc4Cl)cc3o2)cc1
-0.3%	CCOc1ccc(Nc2nc(Nc3ccc(OCC)cc3)nc(N3CCOCC3)n2)cc1
0.8%	Cc1ccccc1CSc1ncc(CO)n1Cc1ccc(F)cc1
-1.4%	COc1ccc2oc(=O)c(-c3nnc(-c4ccc(C)cc4)o3)cc2c1
6.9%	Cc1nc2nc(CNC(=O)c3cccc(F)c3)nn2c(C)c1CCC(=O)Nc1cccc(Cl)c1
6.7%	Cc1ccccc1C(=O)Nc1nnc(S(=O)(=O)N(C)Cc2ccc(Cl)cc2)s1
-1.0%	CCNC(=O)CCSc1nnc(-c2ccc(O)cc2)o1
-2.3%	CCOc1ccc(NC(=O)CN2CCN(C3CCCCC3)C(=O)C2=O)cc1
-3.2%	Cc1ccccc1NC(=O)CSc1nc2ccc(NC(=O)c3ccccc3)cc2s1
1.9%	COc1ccc(CCNC(=O)CCSCc2ccccc2Cl)cc1OC
-0.7%	COc1ccc(-n2nc(C(=O)N3CCCC(C)C3)c3c4ccccc4n(C)c3c2=O)cc1Cl (centres undefined)
0.0%	Cn1c(=O)oc2cc(S(=O)(=O)NC(Cc3ccccc3)C(=O)Nc3ccc(F)cc3)ccc21 (centres undefined)
-1.4%	COc1cccc(N2CC(NC(=O)c3ccco3)CC2=O)c1 (centres undefined)
-0.8%	O=C(Nc1ccc(-c2nc3ccccc3o2)c(O)c1)c1cc(Cl)ccc1Cl
0.0%	CCc1nc(SC)ncc1C(=O)N1CCN(c2cc(Cl)ccc2C)CC1
-1.3%	Cc1oc2ncn(C)c(=O)c2c1C(=O)NCCCN1CCCCC1C (centres undefined)
-4.1%	CCC(Cn1nnc2ccccc2c1=O)NC(=O)Nc1ccccc1Cl (centres undefined)
5.2%	CCN(c1ccccc1)c1ncnc2c1cnn2-c1ccc(C)cc1C
3.1%	COCC(C)Nc1ncnc2c1cnn2-c1cccc(Cl)c1 (centres undefined)
-0.2%	CCOC(=O)c1[nH]c2ccccc2c1NC(=O)c1cc(OCC)c(OCC)c(OCC)c1
6.0%	CCOc1ccc(C2C(=O)N(C3CCCCCC3)CC(=O)N2CCC2=CCCCC2)cc1OC (centres undefined)
-1.2%	CCOc1ccc(CCNC(=O)Cn2ncc3c([nH]c4ccccc43)c2=O)cc1OCC
-1.4%	CC1CCN(C(=O)CSc2c3c(nc4cc(Cl)ccc24)CCCC3)CC1
2.6%	CCC(C)NC(=O)c1ccc2c(c1)N(Cc1cccc(Cl)c1)C(=O)c1ccccc1S2=O (centres undefined)
11%	COc1ccc(NCc2cc3cc4c(cc3n(CC(=O)Nc3cc(C)ccc3C)c2=O)OCCO4)cc1
-2.9%	Cc1cccc2c(=O)cc(CSCC(=O)Nc3ccc(Cl)cc3)[nH]c12
-3.0%	COc1ccc(-c2cc(C(F)(F)F)nc(S(=O)(=O)CCCC(=O)Nc3ccccc3C(F)(F)F)n2)cc1OC
0.0%	COc1ccccc1CNC(=O)CCC(=O)N1Cc2ccccc2Oc2ncccc21
1.4%	Cc1ccc(NC(=O)c2ccc3c(c2)NC(=O)c2ccccc2S3)c(Cl)c1
3.0%	CC1=C(C(=O)OCC2CCCCC2)C(c2cccc(Cl)c2Cl)CC(=O)N1 (centres undefined)

Next compounds:
Epigenetic derep	molecule
-1.8%	COc1ccc(CCNC(=O)CCCn2c(=O)c3ccccc3n(Cc3ccccc3C)c2=O)cc1OC
0.7%	O=C(Cc1ccc(Cl)cc1)NCC(c1cccs1)S(=O)(=O)c1ccc(F)cc1 (centres undefined)
-1.6%	Cc1ccc(NC(=O)Cn2c(-c3ccc4c(c3)OCO4)cn(-c3ccccc3)c2=O)cc1
3.8%	Cc1ccc(C(C)C)c(OCc2ccc(C(=O)Nc3ccc(S(N)(=O)=O)cc3C)o2)c1
-1.3%	CCOC(=O)c1c(S(=O)(=O)NCC(=O)Nc2ccc(C)c(N(C)C)c2)c(C)n(C)c1C
-3.5%	Cc1ccc(C)c(-c2nn(CC(=O)Nc3cc(F)ccc3F)c(=O)c3c2CCCC3)c1
4.2%	CCCCn1cc(S(=O)(=O)c2cc(C)ccc2C)c(=O)c2cc(F)c(F)cc21
-0.7%	Cc1ccc(-c2nc3ncccc3o2)cc1NC(=O)c1ccc(-c2ccc(Cl)cc2)o1
-5.7%	Cc1cc(S(=O)(=O)NCC(c2ccc(N(C)C)cc2)N2CCOCC2)ccc1F (centres undefined)
6.2%	O=C(CCc1nc(-c2ccccc2F)no1)Nc1cccc(C(F)(F)F)c1
0.8%	Cc1ccc2ncc(C(=O)NCCc3ccc(S(N)(=O)=O)cc3)c(=O)n2c1
-1.7%	CCOc1ccc(S(=O)(=O)Nc2cccc(-c3ccc(N4CCC(C)CC4)nn3)c2)cc1
1.3%	CCOC(=O)c1c(S(=O)(=O)NCC(=O)N(C)c2ccc(C)cc2)c(C)n(C)c1C
3.9%	CCOC(=O)c1[nH]c(C)c(CCC(=O)Nc2ccccc2OCC)c1C
5.9%	CC(=O)Nc1ccc(NC(=O)c2cc(-c3cccs3)on2)cc1
1.4%	Cc1ccc(C)c(NC(=O)CCc2nc3cccnc3n2Cc2cccs2)c1
2.0%	CCN1C(=O)c2ccccc2S(=O)c2ccc(C(=O)N3CCN(c4ccc(F)cc4)CC3)cc21 (centres undefined)
-0.6%	COc1ccc(N2CCN(S(=O)(=O)CCNC(=O)Cc3ccc(OC)c(OC)c3)CC2)cc1
1.9%	COc1ccccc1C(=O)Nc1ccc(C(=O)OCc2cc(=O)n3nc(C4CC4)sc3n2)cc1
2.5%	CCOC(=O)c1c(C)oc2nc(C)nc(N3CCN(c4ccc(OC)cc4)CC3)c12
-1.9%	CCOCCOC(=O)c1ccc(NC(=O)/C=C/c2ccc(OC)c(OC)c2)cc1
-1.1%	Cc1ccccc1-c1nc(CS(=O)(=O)CC(=O)NCc2cccc(Cl)c2)c(C)o1

Only part of the results is shown (hit frequency here may not be typical).
